PRMT1 FP inh = inhibitors of human PRMT1 | Q99873 | recombinant PRMT1, activity-based probe fluorescence polarization | inhibition, % at 2.79 µM | hit rate 1.3% among 370,000;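 active = inhibition above about 21% made by adding two undisclosed values, limit read from the data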
MBD2 inh = blocks human MBD2 binding to methylated DNA | Q9UBB5 | hit rate 0.31% among 370,000 | inhibition, % at 4.4 µM | TR-FRET, MBD2 binding to methylated oligonucleotide; in the data active = inhibition above about 13%
Target sequence (Q9UBB5 whole entry, looked up): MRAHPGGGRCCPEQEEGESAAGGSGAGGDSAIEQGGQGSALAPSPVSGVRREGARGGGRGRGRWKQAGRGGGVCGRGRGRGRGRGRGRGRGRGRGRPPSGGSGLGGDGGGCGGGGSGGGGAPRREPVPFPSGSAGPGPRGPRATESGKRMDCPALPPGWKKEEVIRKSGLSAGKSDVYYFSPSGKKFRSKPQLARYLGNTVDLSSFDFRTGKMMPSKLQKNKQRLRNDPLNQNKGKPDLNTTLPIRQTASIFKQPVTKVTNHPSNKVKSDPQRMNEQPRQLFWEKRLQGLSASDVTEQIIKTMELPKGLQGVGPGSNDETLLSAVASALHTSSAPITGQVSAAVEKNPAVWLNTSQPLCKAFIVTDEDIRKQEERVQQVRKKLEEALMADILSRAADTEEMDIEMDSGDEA
rCAG binder = r(CAG) repeat RNA binding | TO-PRO-1 dye displacement fluorescence | hit rate 1.3% among 370,000 | inhibition, % at 3 µM | AID 651821;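 active = inhibition above the plate cutoff, the mean of all test compounds on that plate plus 3 SD, cut at about 35% in these data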;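 also: 0% = DMSO alone and 100% = 100 µM mitoxantrone as full dye displacement; higher means more dye released from RNA so lower well fluorescence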
TDP2 absorb = TDP2 (human) inhibition, absorbance primary screen; O95551; recombinant TDP2, T5PNP hydrolysis, p-nitrophenol absorbance 415 nm; inhibition, % at 12.8 µM; hit rate 0.34% among 370,000; AID 720702;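 active = inhibition above the mean of all tested compounds plus 3 SD, set per campaign, cut at about 25% in these data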;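 also: 0% = DMSO with enzyme and 100% = buffer with substrate but no TDP2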
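Assay system: Recombinant human TDP2 | Quantity: 120 nM TDP2 per well | Incubation: 2 h at 37 °C | Signal: Epi absorbance | Evaluation: Percent inhibition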
LEDGF integ inh = blocks HIV-1 LEDGF/p75-dependent DNA integration; AID 743269; inhibition, % at 3.7 µM; TR-FRET IN-LEDGF/p75 DNA integration, Eu/Cy5; hit rate 0.64% among 370,000;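 active = inhibition above the screen-wide mean plus 3 SD, cut at about 13% in these data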;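 also: signal is the Cy5 over europium emission ratio at 671 and 618 nm; 0% = plate median of compound wells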
SIAE primary = human SIAE inhibition, primary screen; hit rate 0.69% among 370,000; Q9HAT2; inhibition, % at 9.66 µM; SIAE FP-Rh probe binding, fluorescence polarization;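 active = inhibition above a cutoff: mean of compounds within the control limits plus 3 SD of those, cut at about 17% in these data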;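 also: 0% = plate median of compound wells and 100% = probe without SIAE protein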
TCR-CD3 inh = blocks the human TCR-CD3 interaction; TAMRA-labeled TCR probe fluorescence, biochemical; inhibition, % at 9.4 µM; hit rate 0.37% among 360,000; AID 651800; in the data active = inhibition above about 19%;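 also: recombinant mutant TCR 2C K166C tagged with TAMRA read by polarization; 0% = receptor in buffer alone and 100% = receptor with positive control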
HTRA1 inh = blocks human HTRA1 serine peptidase; Q92743; AID 504803; inhibition, % at 5.96 µM; recombinant HTRA1, FP-rhodamine activity-based probe, fluorescence polarization; hit rate 0.5% among 340,000; in the data active = inhibition above about 36%;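 also: 0% = enzyme with DMSO and 100% = wells lacking enzyme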
Target sequence (Q92743 whole entry, looked up): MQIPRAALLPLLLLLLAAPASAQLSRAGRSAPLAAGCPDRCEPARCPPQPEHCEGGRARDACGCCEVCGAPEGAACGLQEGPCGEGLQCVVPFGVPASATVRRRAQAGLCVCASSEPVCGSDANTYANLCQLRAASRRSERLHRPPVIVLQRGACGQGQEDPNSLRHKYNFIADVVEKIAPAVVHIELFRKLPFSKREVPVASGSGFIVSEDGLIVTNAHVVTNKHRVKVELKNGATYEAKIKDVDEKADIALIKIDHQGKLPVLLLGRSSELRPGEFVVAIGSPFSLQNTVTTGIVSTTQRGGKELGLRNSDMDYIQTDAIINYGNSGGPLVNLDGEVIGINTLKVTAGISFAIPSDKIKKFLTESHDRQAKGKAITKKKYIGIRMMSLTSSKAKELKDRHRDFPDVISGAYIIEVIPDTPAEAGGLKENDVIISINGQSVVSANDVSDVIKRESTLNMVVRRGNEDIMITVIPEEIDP
mABHD4 FP = inhibitors of mouse ABHD4. purified mABHD4, FP-Rh probe fluorescence polarization. inhibition, % at 8.92 µM. AID 720543. Q8VD66. hit rate 0.54% among 370,000;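 active = inhibition exceeding the mean over every tested compound plus 3 SD, cut at about 30% in these data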;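 also: 0% = plate median of compound wells and 100% = S159A mutant with DMSO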
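system = mouse ABHD4 enzyme, wild type | medium = HEPES pH 7.0, NaCl, Pluronic buffer | also added = FP-Rh probe | incubation = Enzyme–compound pre-incubation 45 min, then probe 60 min, both 25 °C | technique = fluorescence polarization, excitation 525 nm, emission 598 nm, BODIPY TMR filters | controls = S159A mutant high control, sample median low control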
GC-B act = GC-B (human) receptor activation. HEK293-GC-B cells, CNP EC30, cGMP TR-FRET; 0% at EC30 CNP, 100% saturating CNP. hit rate 0.11% among 370,000. AID 1920062. P20594. activation, % at 10 µM;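 active = activation at 10 µM reaching about 35% in either raw or pattern-adjusted values, limit read from the data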
The depositor's hits bear a star; . = no result given.

no.	canonical_smiles	PRMT1 FP inh	MBD2 inh	rCAG binder	LEDGF integ inh	SIAE primary	GC-B act	mABHD4 FP	HTRA1 inh	TCR-CD3 inh	TDP2 absorb
1	CCC(=O)c1ccc(OCC(O)CN(CCc2ccccc2)Cc2ccccc2)cc1 (stereo not given)	0.7	-2.7	-4.3	2.2	-5.4	-3.2	-12.7	-63.0	-1.8	-14.3
2	COc1ccc(NC(=O)C2COc3ccccc3O2)cc1S(=O)(=O)N1CCOCC1 (stereo not given)	0.3	-0.1	0.9	6.4	-8.3	-0.8	-5.8	-1.2	0.6	10.1
3	O=C(O)CN1C(=O)NC2(CCOc3ccccc32)C1=O (stereo not given)	-2.8	-2.2	-0.8	2.0	1.9	3.7	-2.5	8.0	5.3	0.8
4	CCN(CC)C1=NS(=O)(=O)c2cc([N+](=O)[O-])ccc21	0.9	1.4	-3.2	2.7	2.1	-2.9	-4.7	11.5	6.8	-2.8
5	Cc1ccc(NS(=O)(=O)c2ccc(CCC(=O)O)cc2)cc1	-1.9	-6.7	-1.3	3.6	-3.2	-0.7	0.6	0.8	9.8	2.0
6	CCOC(=O)c1cc2c(=O)n3ccccc3nc2n(Cc2ccco2)c1=NC(=O)c1ccc(OC)cc1	-1.9	-4.9	29.7	5.2	1.9	-11.0	6.3	-4.4	8.7	13.7
7	COc1ccc(-c2[nH]ncc2CNCCCSC)cc1F	-4.2	-2.4	-1.4	0.4	3.2	-4.6	-5.6	8.8	2.6	-5.2
8	CC1(C(=O)NS(=O)(=O)c2ccccc2)CCN1C(=O)CC1CCCC1 (stereo not given)	3.2	5.3	0.3	-0.1	5.1	-4.6	-3.1	.	-6.6	3.3
9	COc1cccc(C(C(=O)NC2CCCC2)N2CCN(c3cc(C)ccc3C)CC2)c1OC (stereo not given)	3.2	-1.9	5.5	-2.4	1.7	-7.5	47.9*	.	1.2	-5.6
10	CN1C(=O)[C@H]2[C@@H](C3CC3)N3C(=O)CN(CCO)C(=O)[C@@]3(Cc3ccccc3)[C@H]2C1=O	-0.9	-2.9	0.7	0.1	3.9	1.3	-1.2	-1.3	-13.8	1.6
11	C=C1CCN([C@H](C(=O)OCc2cccc(C)c2)C(C)C)S(=O)(=O)c2ccccc21	2.7	3.0	-4.3	-3.1	-5.1	-1.0	-12.9	-12.6	-0.7	-8.7
12	COCCNc1nc2c(S(=O)(=O)c3cc(C)ccc3C)nnn2c2ccccc12	11.1	-1.2	5.9	-0.7	-2.6	-0.3	-7.1	-8.7	-9.8	-7.6
13	COc1ccc(OCCC(=O)OCC(=O)NCc2ccco2)cc1	2.2	5.0	1.7	5.6	-0.4	2.8	-6.6	1.1	-0.1	-5.8
14	CN1CCN(CC(=O)Nc2nc(-c3ccccc3)cs2)CC1	-0.8	-5.3	-0.2	-1.5	0.0	2.9	3.1	4.6	4.7	-5.9
15	CC(OC(=O)c1ccc2c(=O)n3c(nc2c1)CCCCC3)C(=O)Nc1ncc(Cl)cc1Cl (stereo not given)	0.9	7.2	-3.2	-1.1	4.2	-1.6	1.6	0.7	-1.6	5.3
16	Cc1cc(C)cc(NC(=O)CC23CC4CC(C2)CC(n2nnc(C)n2)(C4)C3)c1	-1.4	1.5	-5.9	2.6	0.6	-0.1	-6.1	-10.5	1.2	-3.8
17	CNC(=O)Nc1cc(C)nn1C	4.2	6.1	-0.7	-3.1	-6.9	3.6	-14.6	0.2	-6.1	6.3
18	COc1ccc(NC(=O)Nc2cccc3ccccc23)cc1S(N)(=O)=O	-0.3	-2.8	9.1	1.0	4.5	8.6	0.5	-4.2	-0.6	10.2
19	c1ccc(-c2ccccc2OCCOCCN2CCNCC2)cc1	0.9	3.8	7.1	3.5	1.6	-7.9	16.0	0.3	-3.3	10.2
20	CCOC(=O)c1c(N2CCN(c3ccccc3)CC2)cc(C)nc1C	-1.6	-1.0	-12.3	-2.2	1.8	-1.7	9.4	1.9	5.0	5.2
21	COc1ccccc1C(=O)NCCC(=O)N(C)CC(=O)Nc1ccc(N2CCOCC2)cc1	4.0	-0.7	-2.5	-0.5	-0.4	8.6	6.3	-2.5	6.3	-3.8
22	CCc1ccc(NC(=O)c2cc(S(=O)(=O)N3CCCC3)ccc2F)cc1	-0.9	-2.6	2.1	-0.3	-5.2	-4.7	-3.5	-13.0	4.2	6.2
23	O=C(c1ccc2c(c1)OCO2)C1CCCN(C(=O)C2CCOCC2)C1 (stereo not given)	0.9	-0.7	-2.0	-2.7	-4.1	-1.7	-7.3	0.5	1.5	-12.9
24	CC(C)NCC(O)Cn1c2c(c3ccccc31)CCc1c-2cnn1-c1ccccc1 (stereo not given)	2.5	4.5	23.4	5.8	0.5	-12.6	12.0	15.0	-2.4	-6.8
25	CC(C)(C)c1ccc(OCC(=O)Nc2ccc(-c3nc4cccnc4o3)cc2)cc1	-3.5	0.1	-0.8	-2.6	-2.6	7.4	0.3	-3.8	4.4	0.4
26	Cc1cccc(NC(=O)C(=O)NCc2ccccn2)c1	2.3	-1.5	-5.4	-4.7	-8.4	4.5	-6.0	14.9	6.3	-3.0
27	CCCCSC1=C(C#N)C(c2ccccc2C)C(C(=O)OCC)C(=O)N1 (stereo not given)	-0.4	-0.2	-5.7	1.1	7.8	-2.9	-6.8	-11.9	2.8	2.1
28	Cc1cccc(N2CCN(S(=O)(=O)c3ccc4c(c3)CCC(=O)N4)CC2C)c1 (stereo not given)	-1.4	1.1	-0.3	-3.9	1.9	1.4	4.5	2.4	0.5	10.6
29	COc1ccc(CCNC(=O)CC(=O)N/N=C\c2ccc(OCC(N)=O)cc2)cc1OC	2.5	3.2	0.6	0.1	4.6	-5.2	-9.8	-2.6	-3.8	-0.6
30	CCc1nn(CC(=O)N2CC(C)CC(C)C2)c(=O)c2cccn12 (stereo not given)	0.0	1.3	-2.0	1.1	-3.5	2.1	4.2	1.7	6.8	13.1
31	Cc1ccccc1Nc1nc(-c2cccnc2)cs1	-5.2	4.0	-3.2	2.5	0.0	0.2	2.8	-0.8	1.5	-0.5
32	O=C(CSc1ncccc1-c1nc2ccccc2[nH]1)Nc1ccc2c(c1)OCCO2	1.5	-3.0	11.4	1.5	-22.5	4.7	-1.4	-33.6	3.9	5.1
33	Cc1cc(C)nc(N2CCCC(C(=O)NCc3ccccc3)C2)n1 (stereo not given)	0.9	-3.7	-7.9	-2.6	-6.7	2.9	2.7	6.3	0.0	-4.1
34	Cc1ccccc1C(=O)Nc1ccnn1C1CCN(Cc2cnn(C)c2)CC1	-0.8	3.2	-1.5	-0.7	9.2	-1.9	3.0	2.8	-0.9	5.0
35	Oc1[nH]c2ccccc2c1N=Nc1ncnc2c1oc1ccccc12	-6.7	4.6	-0.6	3.3	3.0	-3.8	1.8	.	2.5	-4.8
36	O=C(CNC(=O)c1ccc(Br)cc1)NCc1cccnc1	-3.2	-0.2	0.1	-4.3	-4.8	1.9	5.7	9.6	-0.6	6.6
37	CCC(C(=O)OCC(=O)NC(=O)c1ccccc1)c1ccccc1 (stereo not given)	3.1	5.4	-4.5	-2.1	-1.7	-0.6	2.1	4.3	-8.3	3.4
38	COc1ccc(NC(=O)O/N=C/c2ccc(Br)cc2)cc1	-1.6	-4.8	2.3	8.3	1.1	1.0	-17.6	-28.2	-7.8	-13.0
39	COc1ccc(-n2c(SCC(=O)Nc3ccc4c(c3)OCO4)nc3ccccc3c2=O)cc1	-3.0	5.0	3.9	0.9	-3.5	7.0	-2.1	-5.8	1.9	-8.8
40	Cc1cc(C)n2c(SCC(=O)NC3CCCCC3C)nnc2n1 (stereo not given)	0.2	6.7	-3.6	0.5	2.0	5.5	4.6	-1.6	-1.1	-5.8
41	Cn1cnc2cc(NCc3ccc(Cl)cc3)ccc21	1.5	2.6	-2.7	-4.0	1.1	-6.4	3.7	12.2	6.1	-5.4
42	O=C1CN(C(=O)N[C@@H](Cc2ccccc2)C(=O)N[C@@H](C(=O)O)c2ccccc2)c2ccccc2N1	4.9	-3.4	9.9	1.3	4.1	-1.8	-1.5	2.6	2.0	1.4
43	CCOC(=O)[C@]12CCCC=C1N(Cc1ccc3c(c1)OCO3)C(=O)[C@H](CC(=O)N1CCSCC1)C2	-0.2	-3.7	2.5	4.0	-2.6	-2.6	0.7	.	-2.5	-10.0
44	Cc1cc(-c2nn(-c3ccccc3F)cc2CN2CCCC(O)C2)c(C)s1 (stereo not given)	0.8	0.2	-4.8	1.1	-3.0	-1.5	6.7	-18.9	4.0	-1.6
45	COC(=O)c1[nH]c2cc(OC)c(OC)cc2c1NC(=O)Oc1ccccc1	4.2	-0.3	-3.3	1.6	-3.8	-5.7	0.8	0.4	-0.4	-6.0
46	C=CCNc1nc(N)c([N+](=O)[O-])c(NCCO)n1	0.8	6.9	-0.1	-4.7	-3.2	2.8	-8.4	-0.8	0.1	-7.9
47	Cc1cc(Cl)ccc1N(CC(=O)NCc1ccc2c(c1)OCO2)S(C)(=O)=O	1.4	-3.6	-5.0	-6.3	-1.0	-1.4	-0.1	.	-7.8	0.1
48	O=C(NCc1ccc(Cl)c(Cl)c1)c1cc(C2CCCCN2C(=O)c2ccccc2)on1 (stereo not given)	1.2	-3.4	2.8	1.7	-8.7	5.1	-23.7	.	5.0	0.3
49	COc1cc2nc(-c3ccccc3C)oc(=O)c2cc1OC	-3.1	-1.2	1.9	-0.9	-3.0	-11.8	-9.9	0.1	3.8	2.5
50	O=C(COC(=O)c1ccc(Br)o1)NCCCc1ccccc1	-4.4	-3.6	-5.5	-0.9	0.5	5.7	2.8	-4.9	6.9	-2.7
51	O=C(NNC(=O)c1ccccc1[N+](=O)[O-])c1csc(N2CCOCC2)n1	-0.9	-2.0	1.7	2.5	0.8	0.9	1.9	-2.2	3.1	14.1
52	Cc1ccc(NC2=NC(c3ccccc3)n3c(nc(C)cc3=O)N2)cc1 (stereo not given)	0.6	3.4	11.6	2.9	0.0	12.0	-1.6	3.8	1.9	7.5

Some values from the entries so far:
cpd 40 | MBD2 inh = 6.7
cpd 47 | SIAE primary = -1.0
cpd 36 | TCR-CD3 inh = -0.6
cpd 42 | GC-B act = -1.8

Sorted by molar mass (highest first): part of the list above
no.	canonical_smiles	PRMT1 FP inh	MBD2 inh	rCAG binder	LEDGF integ inh	SIAE primary	GC-B act	mABHD4 FP	HTRA1 inh	TCR-CD3 inh	TDP2 absorb
29	COc1ccc(CCNC(=O)CC(=O)N/N=C\c2ccc(OCC(N)=O)cc2)cc1OC	2.5	3.2	0.6	0.1	4.6	-5.2	-9.8	-2.6	-3.8	-0.6
50	O=C(COC(=O)c1ccc(Br)o1)NCCCc1ccccc1	-4.4	-3.6	-5.5	-0.9	0.5	5.7	2.8	-4.9	6.9	-2.7
41	Cn1cnc2cc(NCc3ccc(Cl)cc3)ccc21	1.5	2.6	-2.7	-4.0	1.1	-6.4	3.7	12.2	6.1	-5.4
26	Cc1cccc(NC(=O)C(=O)NCc2ccccn2)c1	2.3	-1.5	-5.4	-4.7	-8.4	4.5	-6.0	14.9	6.3	-3.0
46	C=CCNc1nc(N)c([N+](=O)[O-])c(NCCO)n1	0.8	6.9	-0.1	-4.7	-3.2	2.8	-8.4	-0.8	0.1	-7.9

High-throughput results (PubChem BioAssay)

A portion of the library. The share of hits here may be higher or lower than overall.
